Screens deposited in PubChem by several laboratories.
NSD2 HMT inh – NSD2 (human) methyltransferase inhibition | actives 0.54% (n = 310,000) | inhibition, % at 12.5 µM | NSD2 peptide methylation, AlphaScreen, 120 min; in the data active = inhibition above about 50%
PvdQ acylase – P. aeruginosa PvdQ acylase inhibition. inhibition, % at 10 µM. actives 0.063% (n = 340,000). AID 488965. purified PvdQ acylase, fluorescence plate reader; in the data active = inhibition above about 30%, passing the limit was not always enough;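 also: 0% = vehicle neutral wells and 100% = reference inhibitor wells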
HTR5A inv ag – HTR5A inverse agonism, opioid heterodimer counter-screen; P47898; HTR5A cell line, luminescence; inhibition, % at 9.3 µM; actives 0.083% (n = 340,000); AID 504634; in the data active = inhibition mostly above about 23%, no sharp cut-off; inactive = mostly below about 18%;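 also: 0% = cells with DMSO and 100% = no-cell wells with DMSO; some compounds called inactive have numbers as strong as hits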
V-ATPase pH – regulators of yeast V-ATPase proton transport; actives 0.37% (n = 350,000); AID 504577; S. cerevisiae, pHLuorin cytosolic pH fluorescence; response, % at 10 µM; in the data active = response mostly above about 7.3%, no sharp cut-off; inactive = mostly below about 5.4%; also: actives read high; inactives centre near 0; some compounds called inactive have numbers as strong as hits; reference of the scale not given here
Wnt bcat act – Wnt/beta-catenin pathway activation. Wnt/beta-catenin reporter cell assay, activator, plate reader. activation, % at 9.35 µM. actives 1.2% (n = 300,000); in the data active = activation above about 30%, passing the limit was not always enough;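 also: 0% = neutral control wells and 100% = positive control wells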
HTR5A ag – HTR5A agonism, opioid heterodimer counter-screen; P47898; HTR5A agonist assay, luminescence, cell-based; activation, % at 9.3 µM; actives 0.61% (n = 340,000); in the data active = activation mostly above about 9.5%, no sharp cut-off; inactive = mostly below about 7.6%;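 also: 0% = cells with vehicle only and 100% = reference agonist; strong numbers were not always called active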
dFosB activator – mouse delta FosB homodimer activation; actives 0.99% (n = 340,000); activation, % at 25 µM; AID 493131; P13346; purified delta FosB, TAMRA-CDK5 oligo fluorescence polarization; percent of positive-control signal above neutral wells;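 active = mean activation above about 17%, with every replicate also reaching it, limit read from the data, passing the limit was not always enough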;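 also: fluorescence polarization rise as delta FosB binds a TAMRA Cdk5 AP-1 oligo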
Target sequence (P13346 whole entry, looked up): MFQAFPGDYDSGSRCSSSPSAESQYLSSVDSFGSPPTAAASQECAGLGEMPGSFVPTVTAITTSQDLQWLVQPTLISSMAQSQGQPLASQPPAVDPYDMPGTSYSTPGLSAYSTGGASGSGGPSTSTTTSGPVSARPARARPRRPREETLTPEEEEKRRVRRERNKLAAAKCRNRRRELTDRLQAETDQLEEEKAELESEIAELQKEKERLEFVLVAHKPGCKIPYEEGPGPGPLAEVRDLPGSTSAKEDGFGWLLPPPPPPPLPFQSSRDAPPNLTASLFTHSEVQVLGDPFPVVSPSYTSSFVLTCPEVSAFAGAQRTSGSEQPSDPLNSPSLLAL
CDK5 inh – inhibitors of human CDK5/p35 kinase; inhibition, % at 10 µM; actives 0.01% (n = 330,000); Recombinant CDK5/p35, ADP-Glo luminescence, 60 min; Q00535+Q15078;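 active = highest replicate inhibition of at least 50% and at least 75% of replicates reaching 50%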;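 also: plate controls were DMSO neutral control for no effect and GW8510 at 10 µM for full effect; many of its hits are not listed in these tables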
Target sequence (Q00535 whole entry, looked up): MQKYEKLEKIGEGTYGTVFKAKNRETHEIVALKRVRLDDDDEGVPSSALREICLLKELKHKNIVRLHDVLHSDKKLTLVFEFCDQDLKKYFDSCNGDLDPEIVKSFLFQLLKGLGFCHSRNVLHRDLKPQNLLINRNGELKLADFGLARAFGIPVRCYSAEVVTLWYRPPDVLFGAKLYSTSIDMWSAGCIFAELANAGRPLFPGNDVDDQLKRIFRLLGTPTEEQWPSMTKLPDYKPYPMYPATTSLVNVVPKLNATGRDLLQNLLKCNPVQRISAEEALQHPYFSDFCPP
Target sequence (Q15078 whole entry, looked up): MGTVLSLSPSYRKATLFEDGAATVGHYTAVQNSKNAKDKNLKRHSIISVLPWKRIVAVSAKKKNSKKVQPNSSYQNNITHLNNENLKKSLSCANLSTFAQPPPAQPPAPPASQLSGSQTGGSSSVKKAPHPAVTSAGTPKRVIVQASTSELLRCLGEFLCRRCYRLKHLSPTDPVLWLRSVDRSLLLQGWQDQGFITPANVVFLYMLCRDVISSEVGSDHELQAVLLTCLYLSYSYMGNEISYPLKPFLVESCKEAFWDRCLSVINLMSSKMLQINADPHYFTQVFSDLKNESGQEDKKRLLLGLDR
SR-BI HDL uptake – blocks mouse SR-BI lipid uptake from DiI-HDL; Q61009; ldlA[mSR-BI] CHO cells, DiI-HDL uptake fluorescence, 3 h; inhibition, % at 12.5 µM; actives 0.96% (n = 320,000);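 active = mean replicate inhibition of at least 70% and a set share of replicates each scoring 70 or more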;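 also: 0% = median of neutral control wells and 100% = median of positive control wells; values of inactives mirror those of a sister screen read the other way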
MITF act – activators of MITF-driven TRPM1 promoter activity in SK-MEL-5 cells; SK-MEL-5 TRPM1-promoter luciferase, 24 h; % of positive control, neutral wells = 0; actives 0.75% (n = 300,000); activation, % at 12.5 µM;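 active = mean activation of at least 80% with every replicate also reaching 80%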;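 also: 0% = neutral control wells and 100% = parthenolide positive control wells; values of inactives mirror those of a sister screen read the other way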
* = called active by the depositor; nt = not tested or not shown.

Below each compound: NSD2 HMT inh, PvdQ acylase, HTR5A inv ag, V-ATPase pH, Wnt bcat act, HTR5A ag, dFosB activator, CDK5 inh, SR-BI HDL uptake, MITF act
Cc1ccc(C)c(N2CCN(S(=O)(=O)c3ccc4c(c3)oc(=O)n4C)CC2)c1
    nt, -6.8, -13.9, -1.6, -6.6, 0.1, -5.9, -1.1, 0.6, nt
O=C1c2ccccc2C(=O)N1CCn1nc(Cl)nc1Cl
    -1.1, 3.5, -11.8, -7.7, 2.3, -1.7, -1.1, -0.4, -28.3, nt
NC(=S)NN=C(c1ccccc1)c1ccccc1
    5.9, 15.9, -3.4, -2.1, -1.4, 0.9, -0.7, 1.3, 35.7, -9.6
CC(=O)c1ccc(NS(=O)(=O)c2ccc([N+](=O)[O-])cc2)cc1
    -1.7, -1.6, 10.9, 3.4, 1.4, -2.6, 2.7, -1.6, 0.2, 13.0
Cc1cc(C)cc(C(=O)NC(=S)Nc2ccc3c(c2)OCCO3)c1
    -1.9, 1.9, -4.8, -1.2, 11.2, 1.8, -6.5, 1.2, 16.6, 65.5
COc1ccc(OC)c(C(=O)/C=C/c2ccccc2C(F)(F)F)c1
    -1.1, -7.7, -4.1, -2.4, -4.1, -1.8, 2.9, -0.2, 28.3, -8.2
CC1Cc2ccccc2N1C(=O)Cn1cnc2ccccc21 (stereo not drawn)
    -3.6, -6.6, nt, -1.8, -1.5, nt, 2.2, 0.4, 1.3, -10.8
CCN(CC)CCNc1nc(-c2ccc(OC)cc2)c(-c2ccc(OC)cc2)s1
    10.8, -1.1, -14.8, -0.2, 0.8, -0.5, -2.1, 1.0, nt, 8.9
COc1ccccc1C/C(N)=N/OC(=O)COc1cccc2ccccc12
    3.0, -16.4, -21.8, 2.1, -1.6, -3.6, -1.4, -0.7, -22.1, 9.0
C=CCn1c(SCc2nc3sc4c(c3c(=O)[nH]2)CCCC4)nc2ccccc2c1=O
    0.1, -11.4, 0.6, 1.8, nt, 3.4, -3.9, -0.4, 9.6, 5.9
O=C(CC(Cc1ccccc1)C(=O)O)NCCc1ccc2c(c1)OCO2 (stereo not drawn)
    -0.3, -11.7, -4.7, -1.1, nt, 0.5, 4.9, -0.7, -15.2, nt
COc1nc(N(C)C)nc(N2CC(=O)N(CCNS(=O)(=O)c3ccc(C)cc3)C2=N)n1
    -2.9, 3.0, 14.7, 1.9, nt, -3.4, 7.6, -0.3, -29.8, -4.1
CCN1CCN(C(=O)C2CCN(C(=O)Nc3ccccc3)CC2)CC1
    5.1, -2.2, -4.5, -1.7, -2.3, 1.6, -10.6, 0.0, -10.1, 3.7
Cc1ccc(C)c(N(C)C(=O)c2cc3c(=O)[nH]c4ccc(C)cc4c3s2)c1
    -3.4, -14.2, -4.9, 1.9, -2.4, 3.6, -46.1, -0.3, nt, 9.0
O=C1CN(C(=O)NCC(=O)N2CCCC2)c2ccccc2N1
    1.2, -19.9, -2.5, -4.6, 1.9, 0.6, 8.4, -2.6, -45.1, -8.4
CC(=O)C1C=CC(C)(C(=O)O)C2C=C(C)C(=O)C(C)(O)C12 (stereo not drawn)
    -2.5, 1.3, -9.7, 3.1, -1.2, 2.5, 2.6, 0.0, -11.6, -18.2
O=C1CCCc2cc(S(=O)(=O)N3CCC(C(=O)NCc4ccccc4)CC3)ccc2N1
    8.4, 16.7, 1.7, -0.9, -2.3, 3.1, -9.6, 0.2, -14.9, 6.1
COc1cc(-c2noc(-c3cccs3)n2)cc(OC)c1OC
    -2.8, -9.9, -9.8, -0.9, 7.2, 3.8, -7.9, -2.2, 57.1, 24.4
COc1ccc(/C=C/C(=O)Nc2ccc(S(=O)(=O)Nc3cc(C)nc(C)n3)cc2)cc1OC
    0.5, 2.2, 4.5, -1.9, -3.3, 0.2, 6.4, 0.8, 4.7, 4.2
CCC(CC)N1CCN(C(=O)c2cccc(Cl)c2)CC1
    -1.1, -1.7, -7.5, -2.2, 1.5, 2.0, -5.5, -0.8, 0.4, nt

Some entries already given, reduced to dFosB activator.
smiles	dFosB activator
COc1ccccc1C/C(N)=N/OC(=O)COc1cccc2ccccc12	-1.4
C=CCn1c(SCc2nc3sc4c(c3c(=O)[nH]2)CCCC4)nc2ccccc2c1=O	-3.9

(next part)
Below each compound: NSD2 HMT inh, PvdQ acylase, HTR5A inv ag, V-ATPase pH, Wnt bcat act, HTR5A ag, dFosB activator, CDK5 inh, SR-BI HDL uptake, MITF act
Cn1c(CNC(=O)OC(C)(C)C)nnc1SCc1c(Cl)cccc1Cl
    0.5, -7.9, -21.6, 0.1, 2.9, -2.0, -0.1, -0.2, 24.2, 0.0
Cc1ccc(C2=C/C(=C/c3cccnc3)C(=O)O2)c(C)c1
    -3.0, -5.7, -32.1, -5.1, 6.0, 11.3, -10.2, 0.9, -5.7, 0.9
COC(=O)c1sccc1NC(=O)Nc1cccc(C(C)=O)c1
    0.3, 3.0, -11.0, -2.1, -1.4, 3.9, -25.9, 2.9, 56.2, 1.2
O=C(NCc1csc2ccc(Cl)cc12)Nc1cccc2ccccc12
    -2.0, -3.2, -7.1, -3.4, 0.2, -5.1, 44.4*, 0.0, -4.8, nt
Cc1cccc(C(=O)NCC(=O)N2CCN(c3ccccn3)CC2)c1
    -0.7, -2.4, -24.0, -3.8, 5.5, 9.7, 6.5, -2.1, -5.0, 10.7
CC(C)Cn1cnc2c1c(=O)n(CC(=O)NN)c(=O)n2Cc1ccccc1
    15.4, -16.2, -9.3, -3.9, 0.8, 2.5, -8.8, 0.4, -22.3, 2.4
CCC(=O)N1CCc2cc(S(=O)(=O)CCC(=O)Nc3ccc(CC)cc3)ccc21
    1.7, -16.5, -13.3, -2.8, -6.1, 6.1, -15.4, -1.3, -10.6, -3.7
Cc1nc2scc(-c3ccc(Cl)cc3)c2c(=O)n1N
    7.0, -5.4, -4.6, 5.9, -6.2, 4.3, 10.0, -2.3, 6.4, 8.7
COc1ccc(CCCc2nnc(SCC(=O)N/N=C\c3ccc(O)c(OC)c3)o2)cc1C
    7.1, -16.6, 5.2, 1.6, nt, 1.6, -14.8, 0.5, 30.2, 3.1
CCn1c(SCC(=O)Nc2ccc(OC)cc2OC)nc2nc3c(cc2c1=O)COC(C)(C)C3
    -0.2, -11.2, -8.1, -4.8, 9.9, 0.6, -14.1, 1.0, 36.5, nt
CC(C)(C)C1CCC(OCC(O)CN2CCN(c3ccccc3)CC2)CC1 (stereo not drawn)
    -0.8, -8.6, -4.8, 3.1, -4.0, 1.9, -9.5, 0.3, 17.2, 7.1
CCOc1ccc(NC(=O)c2ccccc2NC(=O)c2cccnc2)cc1
    -2.9, -15.0, -9.1, -3.0, 1.4, 2.4, -5.2, 0.5, 17.9, nt
NC1=NC(=O)C2(COC(c3cccc([N+](=O)[O-])c3)OC2)S1 (stereo not drawn)
    -5.9, -13.4, 16.6, 2.9, nt, 1.2, -4.7, -4.6, -34.4, 7.5
COc1ccc(Cl)cc1NS(=O)(=O)c1ccc2c(c1)NC(=O)CCS2
    0.0, -9.1, 6.7, -0.5, -1.8, -0.2, -3.7, 0.9, 6.0, -7.8
COc1ccc(C(=O)c2c(-c3ccc(OC)cc3)oc3ccccc23)cc1
    nt, -2.3, -3.8, 1.2, 2.0, -4.3, 0.5, 0.9, 46.2, 2.0
CSc1ccc(S(=O)(=O)NCC(=O)OCC(=O)N2CCCC2=O)cc1[N+](=O)[O-]
    0.0, 4.2, -33.5, 0.5, -1.4, 8.6, -3.2, 0.9, -0.2, -0.4
Cc1[nH]c2ccccc2c1/C=N/NC(=O)CNC(=O)c1ccccc1
    -1.7, 0.6, 4.8, -1.8, 0.6, 4.1, -1.9, 0.2, 0.5, nt
Cc1c(O)ccoc1=O
    nt, 0.0, -6.8, -1.4, 3.2, 3.6, -1.6, 1.4, -15.5, 6.8
NS(=O)(=O)c1ccc(CCNCc2cc(Cl)ccc2OCc2ccccc2)cc1
    -1.9, -17.4, 10.9, -0.7, -3.9, -3.0, -9.7, 2.0, nt, 7.3
Cc1ccc(OCC(=O)NCCN2CCCC2)cc1
    -7.0, 12.3, -5.4, -2.3, nt, 0.4, -7.3, -0.1, -31.1, nt
O=C(NC1CCCc2ccccc21)c1ccc(Br)cc1 (stereo not drawn)
    3.3, -16.6, -5.8, 1.3, -0.7, 1.4, 1.7, -6.0, -11.4, 8.7
CCOC(=O)C1CCN(Cc2ccc(F)c(F)c2)CC1
    0.2, -1.8, 1.2, -1.8, -1.4, -0.5, -4.1, -0.9, -5.7, 10.6
Cc1[nH]n(C2=NCCS2)c(=O)c1N=Nc1cccc(C(F)(F)F)c1
    0.6, -4.1, 2.4, 0.6, 2.9, -0.8, 4.0, -1.3, 27.1, -24.6
CN(C)c1nc(SCCOC(=O)COc2ccc(Cl)cc2Cl)nc(N(C)C)n1
    -4.6, -13.9, -9.9, 0.7, 2.0, -1.0, -3.1, -1.2, 4.1, 5.2
CCC(Sc1nc(C)cc(=O)[nH]1)C(=O)Nc1ccc(Cl)cn1 (stereo not drawn)
    nt, -18.7, -16.2, 3.8, -3.4, 5.5, 1.0, -2.3, -7.0, nt
Nc1nc2n(n1)C(=O)CC(c1ccc(Cl)cc1)N2 (stereo not drawn)
    -0.2, -10.1, -21.0, 2.0, -0.2, 0.4, 2.6, -1.0, -7.6, -3.8
Cc1ccc(COc2ccccc2-c2cc(C(=O)N/N=C/c3cccnc3)[nH]n2)cc1
    -2.3, -6.7, -14.2, -1.5, -9.5, 5.5, -10.3, -1.5, 54.1, -24.3
CC(C)(C)n1nnnc1C(c1cccs1)N(Cc1cccnc1)Cc1ccccc1Cl (stereo not drawn)
    -1.2, -10.9, -21.1, -4.1, nt, -1.2, -0.5, -1.4, -13.4, -3.3
Cc1cccc(NC(=O)C(C)Sc2nnc(-c3cccnc3)o2)c1 (stereo not drawn)
    0.9, -5.9, 3.8, 3.9, -1.3, -1.5, 6.9, 1.8, -7.5, 50.2
Cc1cc(NCCOCCO)n2c(nc3ccccc32)c1C#N
    -0.3, -10.1, -8.9, 1.0, -0.1, 2.3, -2.9, -0.3, -10.8, -14.5
CCOC(=O)N1CCC(NC(=O)c2cn(-c3ccc(OC)cc3)c(=O)c3ccccc23)CC1
    -3.3, 6.0, -1.8, -1.5, -0.5, 1.0, -8.6, 0.9, 30.8, nt
CCCCCC(/C=N/Nc1ccc(S(=O)(=O)N2CCOCC2)cc1[N+](=O)[O-])=C\c1ccccc1
    -2.3, 1.8, -21.1, 2.5, nt, 6.9, -0.4, 0.0, 54.3, nt
